Screening data (PubChem)
Pf growth 48h: inhibits P. falciparum growth in the first generation, 48 h; actives 5.9% (n = 310,000); Potency, µM (top dose mostly 28.7 µM), for the others: at the highest dose activity change, negative = inhibition, usual class: inhibitors; P. falciparum luciferase growth in erythrocytes, 48 h; also: potency is read from the fitted curve at half-maximal effect; % is scaled to controls: 0 for no effect and ±100 for the full control effect
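Here the parasites carry a stable luciferase gene and grow inside erythrocytes in Albumax-based RPMI medium with compound for one erythrocytic cycle. Activity is scored as loss of luminescent signal.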
Giardia FBPA inh: Giardia lamblia aldolase inhibition; AID 2451; Potency, µM (highest dose often 59.6 µM), inactives show top-dose activity, negative = inhibition, actives largely listed as inhibitors; A8B2U2; purified Giardia FBPA; actives 0.71% (n = 290,000); also: potency is read from the fitted curve at half-maximal effect; % is scaled to controls: 0 for no effect and ±100 for the full control effect; nearly all actives have a fitted effect of over 55% in size
Target sequence (A8B2U2 whole entry, looked up): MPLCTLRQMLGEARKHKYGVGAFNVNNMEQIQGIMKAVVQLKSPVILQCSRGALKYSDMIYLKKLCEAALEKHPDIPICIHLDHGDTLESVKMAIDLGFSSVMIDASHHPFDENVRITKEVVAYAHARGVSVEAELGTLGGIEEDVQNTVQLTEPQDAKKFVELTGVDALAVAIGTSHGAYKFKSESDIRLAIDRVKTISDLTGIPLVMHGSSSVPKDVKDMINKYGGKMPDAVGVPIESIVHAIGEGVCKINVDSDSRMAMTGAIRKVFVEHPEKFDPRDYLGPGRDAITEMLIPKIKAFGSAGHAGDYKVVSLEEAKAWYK
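Giardia FBPA (40 nM reagent) was preincubated 10 min at RT with compound (up to 57.5 uM final), then substrate plus GAPDH/TPI/NAD/arsenate coupling system with diaphorase/resazurin was added; resorufin fluorescence (525/598 nm) was read after 20 min.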
Cycloheximide cs: counter-screen hit for Shiga toxin inhibitors, cycloheximide; cell reporter, cycloheximide protein synthesis inhibition counterscreen; max response, %; actives 12% (n = 300,000); AID 2314; in the data active = max response mostly above about 13%, no sharp cut-off; inactive = mostly below about 14%; also: read at 38.3 µM for the half of the compounds with a filed dose; 0% is about no effect
Sm TGR inh: inhibitors of Schistosoma mansoni thioredoxin glutathione reductase; purified TGR, DTNB reduction, TNB absorbance 405 nm; Potency, µM (titrated, usually from 114 µM), inactives show at the top dose activity change, negative = inhibition, actives largely listed as inhibitors; Q962Y6; actives 3% (n = 360,000); also: potency is read from the fitted curve at half-maximal effect; % is scaled to controls: 0 for no effect and ±100 for the full control effect; nearly all actives have a fitted effect of over 60% in size
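First, TGR (20 nM dispensed) and NADPH were mixed with compound. Second, a 15 min room-temperature incubation followed. Third, further NADPH and then DTNB were added to start the reaction. Finally, TNB absorbance was monitored kinetically.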
Pf growth 96h: P. falciparum growth inhibition at 96 hours | P. falciparum luciferase reporter growth, 96 h | Potency, µM (highest dose often 28.7 µM), inactives show at the top dose activity change, negative = inhibition, hits mostly inhibitors | actives 6.9% (n = 320,000); also: potency is read from the fitted curve at half-maximal effect; % is scaled to controls: 0 for no effect and ±100 for the full control effect
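Compounds incubated with erythrocytes infected by luciferase-expressing P. falciparum (2% hematocrit, 0.05% parasitemia final) for 96 hours, 37 C in 5% CO2. Growth inhibition scored as decreased luciferase luminescence.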
Shiga toxin inh: blocks Shiga toxin action in Vero cells; Vero cells, Shiga toxin protein synthesis inhibition reporter; inhibition, % at 38.7 µM; actives 9.2% (n = 290,000); in the data active = inhibition mostly above about 28%, no sharp cut-off; inactive = mostly below about 43%; also: 0% is about no effect
* hit, by the source's call; ? = inconclusive; · = no result given; & = joins results of further samples; [ ] = another dose, or the depositor's remark. Unless noted, calls follow the shape of the dose curve; as a rule, active = well fitted curve in the direction sought with a large enough effect; inconclusive = small, poorly fitted or top-dose-only effect, or another doubt; inactive = no such curve, though single readings can be large; an effect the other way counts as inactive or inconclusive.

Preview (5 entries):
SMILES	Giardia FBPA inh	Pf growth 48h	Sm TGR inh	Shiga toxin inh	Pf growth 96h	Cycloheximide cs
COc1ccc(S(=O)(=O)N2CCN(Cc3cc(OC)c(OC)c(OC)c3)CC2)cc1	?	?	3%	-3	-16%	-3
Cc1ccc(NC(=O)Cn2nnc3ccccc3c2=O)cc1	6%	96%[activator]	2%	63	23%	32*
CC(C)N(C(=O)COC(=O)CNS(=O)(=O)c1ccccc1F)c1ccccc1	1%	51%[activator]	4%	-2	-14%	-3
Cc1cc(C)n(C(=O)/C(C#N)=C/N(C)C)n1	3%	2%	-5%	-16	19%	-2
CNC(=O)c1ccsc1NC(=O)c1ccc(S(=O)(=O)N2CCOCC2)cc1	7%	-6%	-10%	-14	?	-2

Results (from the top)
SMILES	Giardia FBPA inh	Pf growth 48h	Sm TGR inh	Shiga toxin inh	Pf growth 96h	Cycloheximide cs
COc1ccc(S(=O)(=O)N2CCN(Cc3cc(OC)c(OC)c(OC)c3)CC2)cc1	?	?	3%	-3	-16%	-3
Cc1ccc(NC(=O)Cn2nnc3ccccc3c2=O)cc1	6%	96%[activator]	2%	63	23%	32*
CC(C)N(C(=O)COC(=O)CNS(=O)(=O)c1ccccc1F)c1ccccc1	1%	51%[activator]	4%	-2	-14%	-3
Cc1cc(C)n(C(=O)/C(C#N)=C/N(C)C)n1	3%	2%	-5%	-16	19%	-2
CNC(=O)c1ccsc1NC(=O)c1ccc(S(=O)(=O)N2CCOCC2)cc1	7%	-6%	-10%	-14	?	-2
O=C(C(=O)N1CCN(c2ccccc2F)CC1)c1c[nH]c2ccccc12	0%	-7%	-8%	17	?	5
NC(=O)c1ccsc1NC(=O)C1CCN(S(=O)(=O)c2cccs2)CC1	·	-18%	-6%	·	13%	·
Cc1cc(F)ccc1S(=O)(=O)N1CCCOC1CNC(=O)C(=O)NCC(C)C (stereo unspecified)	·	2%	4%	-8	9%	0
COc1ccccc1NC(=O)C1=C(C)NC(=O)NC1c1ccc(C)cc1 (stereo unspecified)	0%	-3%	4%	-9	3%	-2
CCN(CC)S(=O)(=O)c1cccc(NC(=O)CC2CCCC2)c1	·	-1%	6%	23	-18%	-3
CSc1nc(=O)n2cccc(C)c2n1	3%	14%	2%	-1	30%[activator]	2
FC(F)(F)c1ccc(C2[C@H]3CN(Cc4cccnc4)[C@H](c4ccccc4)C34CC2(c2cccnc2)C4)cc1 (stereo partly specified)	1%&-5%	1.9µM*	-34%	-3	1.5µM*	-3
C=CCN1C(=O)/C(=c2\sc3nc(=O)c(Cc4ccccc4)nn3c2=O)c2ccccc21	-13%	0%	1.4µM*	-6	-7%	-2
NC(=O)c1ccccc1OCC(=O)O	0%	0%	-9%	-6	45%[activator]	1
COC(=O)c1ccccc1N/C=C/C(=O)c1ccc(Br)cc1	-13%	74%[activator]	-10%	27*	?	43*
Cc1[nH]c2ccccc2c1C(C[N+](=O)[O-])c1cccc(O)c1 (stereo unspecified)	-2%	?	-10%	30	?	-2
c1ccc(CN2C3=NCCN3c3ccccc32)cc1	-10%	-20%	0%	-1	?	1
CCOC(=O)CC1C(=O)NCCN1S(=O)(=O)c1ccc(Cl)cc1 (stereo unspecified)	6%	?	-26%	-2	?	-4
COc1c(N2CCN[C@H](C)C2)c(F)cc2c(=O)c(C(=O)O)cn(C3CC3)c12	22%	?	?	16	?	-3
COc1ccc(S(=O)(=O)NCCCCCC(=O)O)cc1C(=O)O	8%	49%[activator]	3%	-2	-9%	-5
COc1cccc(OC)c1C(=O)Nc1ccccc1C(=O)N1CCCC1	·	24%	-24%	-16	-1%	1
Cc1ccccc1CSCCNC(=S)Nc1ccccc1	-3%	?	13%	22	1%[5.75 µM]	2
Cc1cc(NC(=O)c2ccc(Cl)cc2Cl)n(CCC#N)n1	1%	20%	1%	31	39%[activator]	12
CSc1cnn(-c2ccccc2)c(=O)c1SC	4%	2%	3%	23	?	8
CCCCn1c(N)c(N(CCOC)C(=O)c2c(C)noc2C)c(=O)[nH]c1=O	·	0%	6%	·	29%	·
COc1ccc(-c2ccc(NCCC3=CCCCC3)nn2)cc1OC	1%	?	5%	41	-11%	-5
CC(=NCC1CCCO1)c1c(O)n(-c2ccccc2)c(=O)[nH]c1=O (stereo unspecified)	5%	5%	16%	23	2%	4
COc1c(C)cccc1C(=O)Nc1ccc(CN2CCOCC2)cc1	-2%	134%[activator]	4%	44*	·	47*
CCN(CC)CCNC(=O)c1ccc(NC(=O)c2cc(-c3ccco3)nc3ccccc23)cc1	·	-11%	-14%	-22	?	2
CCN1CCN(C(c2cccs2)C(C)NC(=O)Oc2ccccc2)CC1 (stereo unspecified)	2%	?	6%	-7	?	-2
CC(NC(=O)c1cc([N+](=O)[O-])cc([N+](=O)[O-])c1)c1ccc(-n2ccnc2)cc1 (stereo unspecified)	·	1.5µM*	-24%	-10	0.93µM*	-1
COc1ccc(OC)c(Nc2ncnc3c2cnn3-c2ccccc2)c1	-13%	2%	-1%	44	22%	21*
CCOC(=O)C1=C(N)n2c(s/c(=C/c3ccco3)c2=O)=C(C(=O)OC)C1c1ccco1 (stereo unspecified)	-8%	13µM*	?	11	?	15
CCCNC(=O)c1ccccc1NC(=O)CN(c1ccccc1OCC)S(C)(=O)=O	1%	?	-6%	-4	·	-3
O=C(CSCc1ccccc1)Nc1ccc(F)c(F)c1	2%	57%[activator]	-10%	73*	-2%	47*
Cc1ccccc1OCCC(=O)OCC(=O)Nc1cc(S(=O)(=O)N2CCOCC2)ccc1Cl	3%	-4%	-20%	6	8%	11
CC(C)(C)c1ccc(Oc2coc3cc(OCC(=O)O)ccc3c2=O)cc1	-3%	48%[activator]	-3%	-5	3%	-3
COc1ccc(NC(=O)c2noc3c2CCCCC3)cc1	0%	·	13%	83*	8%	42*
Cc1ccccc1N(CC(=O)NCc1ccc2c(c1)OCO2)C(=O)CCC(=O)Nc1ccccn1	7%	?	-22%	-9	·	-7
Cc1ccc(OC(C)C(=O)Nc2ccccc2C(=O)N2CCN(C)CC2)cc1 (stereo unspecified)	-2%	-2%	-14%	-19	?	-3
Oc1ccc(N=Nc2nc(-c3ccccc3)c(-c3ccccc3)[nH]2)cc1	8%	?	5%	9	?	-4
CC1CCN(C(=O)CNC(=O)Cn2ccc3ccccc3c2=O)CC1	-2%	·	-1%	-5	?	-3
O=C(Nc1ccccc1-c1ccccc1)c1ccc(Cl)c([N+](=O)[O-])c1	3%	?	-3%	-1	6%	11
CCc1cc(Cn2nc(-c3ccccc3)cc2C(=O)NCc2cccs2)on1	·	15µM*	-5%	·	5.9µM*	·
Cc1ccc(-n2c(-c3nn(C)c(C)c3Cl)n[nH]c2=S)cc1	-4%	·	-6%	-2	-9%	-3
CCOCCCNC(=S)NCCNc1nc2c(C)cccc2cc1C#N	0%	?	18%	-12	?	-1
N#Cc1ccc(OCC(O)CN2CCN(c3ncc(C(F)(F)F)cc3Cl)CC2)cc1 (stereo unspecified)	4%	?	-10%	-4	-39%	-2
CC(=O)CCc1ccc(Oc2nc(-c3cccnc3)nc3ccccc23)cc1	-2%	?	-1%	-6	?	1
CCOC(=O)Cc1csc(NC(=O)NC2(C(F)(F)F)Oc3cc(Cl)c(Cl)cc3O2)n1	?	·	?	-9	?	-6
CCOC(=O)C1=NN(C(=O)Nc2cccc(C(F)(F)F)c2)C2C(=O)N(c3cccc(C(F)(F)F)c3)C(=O)C12 (stereo unspecified)	16%	11%	15%	-5	36%[activator]	11
COc1ccc(-c2noc(CCC(=O)NCCCN3CCC(Cc4ccccc4)CC3)n2)cc1	1%	0%	-12%	-1	-95%	-1
c1ccc(-c2ccccc2OCc2nnc3n2CCC3)cc1	-10%	37%[activator]	-3%	-9	42%[activator]	-1
CCOC(=O)c1c(C)[nH]c(N=Nc2ccccc2)c1C	-10%	·	-19%	82*	9%	54*
CC(=O)Nc1nnc(S(=O)(=O)N2CCN(c3ccc([N+](=O)[O-])cc3Cl)CC2)s1	·	8%	5%	-3	-21%	-10
O=C(CN1CCCCC1)Nc1ccc(F)c(Cl)c1	0%	17%	2%	39	15%	17
Cc1ccc(Oc2nc3ccccn3c(=O)c2/C=C(\C#N)C(=O)Nc2c(C)n(C)n(-c3ccccc3)c2=O)c(C)c1	-4%	-30%	-8%	-9	?	1

Continued:
SMILES	Giardia FBPA inh	Pf growth 48h	Sm TGR inh	Shiga toxin inh	Pf growth 96h	Cycloheximide cs
CC(=O)N1c2ccc(S(=O)(=O)N3CCC(C(=O)NC4CCCC(C)C4C)CC3)cc2CC1C (stereo unspecified)	2%	?	17%	-3	?	5
CCCc1c(C)c2cccc(C)c2[nH]c1=O	-1%	1%	-28%	15	-9%	-1
COc1ccc(Cc2nc3ccc(C(=O)N(C)C(C)c4nccs4)cc3o2)cc1 (stereo unspecified)	·	?	10%	17	72%[activator]	11
Cc1cccc(-c2onc3ccc(C(=O)/C=C/N(C)C)cc23)c1	0%	?	-18%	-3	?	10
CCC(C(=O)OC)n1cnc2c(cnn2-c2ccc(Cl)cc2)c1=O (stereo unspecified)	9%	40%[activator]	5%	10	32%[activator]	-3
CC(=O)c1cccc(NC(=O)c2ccc(N(Cc3ccccc3)S(C)(=O)=O)cc2)c1	5%	·	-1%	19	-28%	-2
Cc1ccc(N(Cc2ccccc2)C(=O)c2ccc(Cl)c(S(=O)(=O)N3CCOCC3)c2)cc1	·	13µM*	9%	·	9.3µM*	·
Cc1cnc(C(=O)OCC(=O)Nc2ccc(Cl)cn2)cn1	·	9%	-11%	·	2%	·
CCN(CC)CCCN1C(=O)C(=O)/C(=C(/O)c2ccccc2)C1c1cc(OC)ccc1OC (stereo unspecified)	4%	14%	1%	-12	10%[5.75 µM]	-3
N/C(=N\OC(=O)COc1cc(Cl)c(Cl)cc1Cl)c1ccccn1	-4%	494%[activator]	9%	91*	7%	39*
OCC1(Cc2ccccc2)CCN(C2CCN(c3ccccc3F)CC2)CC1	-3%	?	-3%	-13	1%	1
O=C(Nc1ccccc1-c1nnn(CC(=O)N2CCc3ccccc3C2)n1)C1CCC1	7%	-33%	0%	-7	?	14
Cc1cc(N2CCOCC2)nc2ccc(NC(=O)CCC(=O)N3CCN(c4ccccc4F)CC3)cc12	13%	-13%	-12%	29	21%	22*
CC(=O)NN1C(=O)c2ccccc2NC1c1ccccn1 (stereo unspecified)	5%	9%	-2%	-12	?	5
Cc1nc2scc(-c3ccccc3)c2c(=O)n1N=C1C=CC(=O)C=C1	-1%	54%[activator]	-5%	49*	1%	25*
Nc1ccc(C(=O)OCc2nc3ccccc3[nH]2)cc1	1%	37%[activator]	0%	44	?	16
CCc1cc2cc(C)c(C)cc2nc1SCC(=O)NNC(=O)c1ccco1	2%	-27%	-18%	-7	?	-4
Cn1c(=O)c(C(=O)CN2CCc3ccccc32)c(N)n(Cc2ccccc2)c1=O	-10%	12µM*	3%	-10	8.3µM*	-1
Cc1cccn2c(=O)c(C(=O)NCCCN3CC(C)CC(C)C3)c(O)nc12 (stereo unspecified)	·	2.1µM*	-3%	·	0.83µM*	·
Cc1ccc(OCC(=O)NNC(=O)C2CSC3(C)CCC(=O)N23)cc1C (stereo unspecified)	·	0%	5%	·	47%[activator]	·
O=C(N/N=C/c1ccccc1C(=O)O)c1cccc(S(=O)(=O)N2CCCCC2)c1	·	4%	-21%	·	12%	·
